# Compound activity (PubChem BioAssay)
# BRCA1 expr act: qHTS Assay to Identify Small Molecule Activators of BRCA1 Expression | 1.1% of 380,000 active | MCF7-BRCA1-FFLuc reporter, luminescence, 48 h; response scale: scaled: vehicle 0%, 10 µM genistein 100% | Potency, µM (top dose mostly 46.1 µM), for the others: at the highest dose activation, most hits filed as activators; also: potency is read from the fitted curve at half-maximal effect; nearly all actives have a fitted effect of over 80% in size; some results filed as inactive show a strong effect at the top dose
#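 Luminescence from a BRCA1-driven firefly luciferase in MCF7 cells was the read-out, taken 15 min after substrate addition following 48 h compound exposure at 37 °C. Data were normalized to a 10 microM genistein control and DMSO vehicle.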
# USP2a inh: qHTS Assay for Inhibitors of Ubiquitin-specific Protease USP2a Using CHOP2 as the Reporter; Ubiquitin carboxyl-terminal hydrolase 2 (Homo sapiens), O75604; USP2 core, Ub-CHOP2 coupled fluorogenic reporter, 485/531; Potency, µM (top dose mostly 38.3 µM), for inactives: at the highest dose activity change, negative = inhibition, most hits filed as inhibitors; 0.01% of 330,000 active;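 also: potency is read from the fitted curve at half-maximal effect; plate controls were DMSO wells for no effect and full inhibition by NEM control for full effect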
#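 Cell-free coupled assay: 10nM USP2 core preincubated 30min RT with compound in Tris-HCl pH 8.0/CaCl2/CHAPS buffer, then 25nM Ub-CHOP2 and 25nM reporter substrate; fluorescence (Ex 485/Em 531) read after 60min RT, normalized to NEM inhibition, concentration-response curves fitted.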
# a7 integrin act: qHTS for Activators of Integrin-Mediated Alleviation for Muscular Dystrophy; alpha7betagal myoblasts, beta-gal FDG fluorescence, 48 h; Potency, µM (doses to about 38.3 µM), without a hit: at the top dose activation, most hits filed as activators; 0.064% of 350,000 active; AID 624291, 2012;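 also: potency is read from the fitted curve at half-maximal effect; 100% = response of the positive control SU9516; nearly all actives have a fitted effect of over 60% in size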
#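 alpha7betagal+/- myoblasts (passage 13, 250/well) treated 48 h at 37C with compounds at 1:260 dilution of DMSO stock. Lysed, then beta-galactosidase activity read as FDG fluorescence (ex 480/em 540) after 30 min, with pre-read for autofluorescence.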
# ELG1 genotoxic: qHTS screen for small molecules that induce genotoxicity in human embryonic kidney (HEK293T) cells expressing luciferase-tagged ELG1; HEK293T ELG1-luciferase reporter, luminescence, 16 h; Potency, µM (series often up to 46 µM), for inactives: at the highest dose activity change, positive = activation, usual class: activators; 1.3% of 330,000 active; also: potency is read from the fitted curve at half-maximal effect; % of control where 0% means no effect; nearly all actives have a fitted effect of over 60% in size
#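 Cells (2,000/well) expressing the ELG1-luciferase fusion are dosed by pin tool and kept 16 hr at 37 °C, 5% CO2. Signal comes from ONE-Glo luciferase reagent after 30 min at room temperature.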
# uPA generation: qHTS for Inhibitors of Cell Surface uPA Generation; Potency, µM (highest dose often 38.3 µM), for inactives: at the top dose activity change, negative = inhibition, most hits filed as inhibitors; 0.31% of 330,000 active; cell surface uPA generation assay, qHTS; active = well fitted inhibition curve with a large enough effect; inconclusive = small, poorly fitted or top-dose-only effect; inactive = no such curve, though single readings can be large or run the other way; tested in mouse RAW 264.7 cells; also: potency is read from the fitted curve at half-maximal effect; % is scaled to controls: 0 for no effect and ±100 for the full control effect; nearly all actives have a fitted effect of over 55% in size
# p53 reactivation: qHTS assay for re-activators of p53 using a Luc reporter; H1299 p53-A138V BP100-luciferase reporter, luminescence, 24 h; Potency, µM (doses to about 92.2 µM), for the others: at the top dose activity change, positive = activation, usual class: activators; 0.063% of 320,000 active; AID 504706, 2011; also: potency is read from the fitted curve at half-maximal effect; % of control where 0% means no effect; nearly all actives have a fitted effect of over 45% in size
#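 H1299 (p53-null), stable ts p53-A138V + BP100-Luc; 1000 cells/well, Opti-MEM/10% FBS; cpd 4 pt, 1:5; 24 h, 37 deg C, 5% CO2; detection reagent 10 min RT; luminescence.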
# TRPV1 agonist: HTS Assay for Compounds that Act as Agonists of the Vanilloid Receptor 1; Transient receptor potential cation channel subfamily V member 1 (Homo sapiens), Q8NER1; TRPV1-expressing cells, Fluo-8 calcium influx, agonist mode; activation, % at 8.33 µM; 0.19% of 320,000 active; in the data active = activation above about 80%; inconclusive = between about 30% and that limit; also: 0% is about no effect
#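 Cells expressing TRPV1 were dye-loaded with Fluo-8 and read kinetically: 10 s baseline, 3 min after compound (agonist portion), then 2 min after EC20 capsaicin (allosteric enhancer portion). Calcium-bound dye fluorescence at 480/520 nm.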
# S-ASM inh: Inhibitors of Secretory Acid Sphingomyelinase (S-ASM): qHTS. Potency, µM (doses to about 57.5 µM), for inactives: at the highest dose activity change, negative = inhibition, usual class: inhibitors. placental ASM, HMU-PC fluorogenic substrate, 60 min. AID 504937, 2011. 0.006% of 340,000 active; also: potency is read from the fitted curve at half-maximal effect
# Target sequence (P17405 47-631 limits assumed): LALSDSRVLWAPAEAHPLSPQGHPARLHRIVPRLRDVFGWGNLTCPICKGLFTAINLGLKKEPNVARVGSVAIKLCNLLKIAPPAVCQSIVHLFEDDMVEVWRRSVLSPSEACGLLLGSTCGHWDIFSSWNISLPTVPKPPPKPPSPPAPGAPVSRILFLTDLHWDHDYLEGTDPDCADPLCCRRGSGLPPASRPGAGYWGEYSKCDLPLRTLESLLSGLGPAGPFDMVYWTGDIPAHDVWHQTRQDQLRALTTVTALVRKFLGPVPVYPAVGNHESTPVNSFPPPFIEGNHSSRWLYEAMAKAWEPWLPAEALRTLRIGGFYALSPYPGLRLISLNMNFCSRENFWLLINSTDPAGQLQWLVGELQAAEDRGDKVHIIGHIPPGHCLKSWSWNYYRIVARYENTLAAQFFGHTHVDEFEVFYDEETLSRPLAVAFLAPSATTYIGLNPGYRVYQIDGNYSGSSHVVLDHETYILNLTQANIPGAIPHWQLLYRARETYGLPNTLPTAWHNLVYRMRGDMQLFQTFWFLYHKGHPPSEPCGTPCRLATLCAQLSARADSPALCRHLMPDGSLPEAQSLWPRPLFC
#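 Human placenta-derived ASM preincubated with compound 10 min at room temperature, then reacted with 9 uM (final) fluorogenic HMU-PC substrate for 60 min at 37 C. Stop solution raises pH to 10; fluorescence read at Ex 386/Em 447 nm.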
# TSG101-PTAP inh: qHTS Assay for Iinhibitors of HIV-1 Budding by Blocking the Interaction of PTAP/TSG101; Tumor susceptibility gene 101 protein (Homo sapiens), Q99816; Fluorescence polarization, FITC-PTAP peptide / Tsg101 binding; Potency, µM (titrated, usually from 115 µM), inactives show top-dose activity change, negative = inhibition, most hits filed as inhibitors; 340,000 tested, under 10 active; active = well fitted inhibition curve with a large enough effect in the main read-out, with a control signal flat, not every such curve was filed as active; inconclusive = small, poorly fitted or top-dose-only effect, or effect the other way, or a change in a side signal; inactive = no such curve, though single readings can be large or run the other way; also: potency is read from the fitted curve at half-maximal effect; % of control where 0% means no effect
# Target sequence (Q99816 whole entry, looked up): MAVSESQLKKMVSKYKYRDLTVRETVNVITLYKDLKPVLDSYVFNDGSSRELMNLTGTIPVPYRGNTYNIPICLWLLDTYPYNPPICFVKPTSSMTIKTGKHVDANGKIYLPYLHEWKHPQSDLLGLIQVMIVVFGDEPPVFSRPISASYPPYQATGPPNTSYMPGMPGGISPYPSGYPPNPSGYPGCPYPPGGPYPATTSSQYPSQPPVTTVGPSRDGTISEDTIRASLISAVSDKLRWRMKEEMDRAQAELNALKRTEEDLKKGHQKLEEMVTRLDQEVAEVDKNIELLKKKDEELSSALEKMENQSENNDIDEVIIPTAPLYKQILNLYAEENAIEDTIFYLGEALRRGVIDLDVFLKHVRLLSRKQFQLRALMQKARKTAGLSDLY
#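 Fluorescence polarization binding of Tsg101 binding domain (10 uM final) to FITC-labeled PTAP peptide (50 nM final) in HEPES pH 7.5 buffer with NaCl, Tween 20, EDTA, TCEP. Compounds added before peptide; binding 20 min at RT.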
# B2AR arrestin: qHTS assay of beta-arrestin-biased ligands of beta2-adrenergic receptor. Beta-2 adrenergic receptor (Homo sapiens), P07550. beta-arrestin recruitment to beta2AR, cell-based reporter. Potency, µM (series often up to 46.1 µM), inactives show at the highest dose activation, actives largely listed as activators. 0.02% of 330,000 active. AID 492947, 2010;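 also: potency is read from the fitted curve at half-maximal effect; 0% = DMSO controls and full agonism = EC100 isoproterenol or metaproterenol; nearly all actives have a fitted effect of over 65% in size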
# Eya2 inh: qHTS Assay for Inhibitors of the Phosphatase Activity of Eya2 | Protein phosphatase EYA2 (Homo sapiens), O00167 | recombinant Eya2, OMFP fluorescence dephosphorylation (OMFP is methylfluorescein phosphate) | Potency, µM (doses to about 76.9 µM), for inactives: top-dose activity, negative = inhibition, most hits filed as inhibitors | 0.006% of 330,000 active | AID 488837, 2010; also: potency is read from the fitted curve at half-maximal effect; % is scaled to controls: 0 for no effect and ±100 for the full control effect
#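 Eya2 protein (added as 0.2 uM solution) was preincubated with compound for 10 min at ambient temperature in 50 mM HEPES pH 7.5, 50 mM NaCl, 5 uM MgCl2, 0.05% BSA, 1 mM DTT. OMFP (added at 50 uM) then reacted 10 min; fluorescence read at 485/525 nm.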
# Starred values were filed as active, the others as inactive; ? = inconclusive; . = no result given; [ ] = dose if it differs, or a comment. Unless noted, calls follow the shape of the dose curve; as a rule, active = well fitted curve in the direction sought with a large enough effect; inconclusive = small, poorly fitted or top-dose-only effect, or another doubt; inactive = no such curve, though single readings can be large; an effect the other way counts as inactive or inconclusive.
SMILES,BRCA1 expr act,USP2a inh,a7 integrin act,ELG1 genotoxic,uPA generation,p53 reactivation,TRPV1 agonist,S-ASM inh,TSG101-PTAP inh,B2AR arrestin,Eya2 inh
O=C(CCNC(=O)c1ccc(Cl)cc1)Nc1ncccc1O,3%,2%,?,9%,-2%,6%,-1,3%,-6%,-0.1%,-1%
O=C(O)c1ccc(NC(=O)c2ccccc2NC(=O)c2ccccc2Br)cc1,1%,0%,2%,5%,3%,-2%,3,-1%,-2%,-0.5%,15%
FC(F)(F)c1cccc(Cn2cnc(NC(=S)NCCc3ccccc3)n2)c1,-11%,-1%,-11%,7%,18%,-2%,1,1%,-2%,-0.4%,-8%
COC(=O)C1=C(C)N(CC(C)C)C(=O)C1,13%,0%,14%,0%,-9%,2%,2,2%,1%,-0.3%,-13%
CC1=Nc2cc(C(=O)NCC3CCCO3)ccc2Sc2ccc(Br)cc21 (stereo not drawn),-46%,5%,-36%[inhibitor],0%,?,-4%,30,-4%,-4%,-0.5%,-2%
COc1cccc(CN2CCN(Cc3ccc4cccc(F)c4n3)CC2CCO)c1 (stereo not drawn),-14%,-2%,-37%,-5%,-9%,0%,1,4%,1%,-0.7%,6%
CCn1cc([N+](=O)[O-])c(C(=O)NCc2ccc(Cl)cc2)n1,14%,2%,0%,2%,7%,0%,1,-3%,-7%,0.0%,2%
Cc1ccc(S(=O)(=O)N(C)CC(=O)N2CCC(C(N)=O)CC2)cc1,1%,6%,8%,2%,0%,17%,-2,8%,-2%,3.2%,2%
Cc1cc(C)n2nc(SCc3c(F)cccc3Cl)nc2n1,42%,6%,-20%,7%,3%,-5%,-2,1%,-11%,-0.5%,12%
c1ccc2c(Cn3ccnc3)cccc2c1,0%,0%,19%,5%,-5%,.,-1,1%,0%,0.2%,-11%
Cc1cccc(C)c1NC(=O)C(NC=O)c1ccccc1 (stereo not drawn),19%,3%,-18%,1%,1%,8%,0,-9%,-4%,-0.1%,12%
CC(=O)c1c(C)[nH]c(C(=O)N2CCN(c3ccc(F)cc3)CC2)c1C,-66%[inhibitor],-1%,27%,-2%,.,2%,9,1%,-2%,-0.1%,11%
Cc1ccc(/C=C2/SC(=S)N(CCC(=O)N3CCN(C)CC3)C2=O)cc1,-55%,3%,-31%,-2%,-12%,?,4,-15%,-2%,0.5%,5%
Cc1cccc(C)c1NC(=O)C(=O)NCC1CCCN1S(=O)(=O)c1ccccc1 (stereo not drawn),-20%,2%,-20%,-3%,4%,3%,0,7%,-7%,0.3%,5%
O=C(C1CC(=O)N(c2ccc3c(c2)OCCO3)C1)N1CCN(c2cccc(C(F)(F)F)c2)CC1 (stereo not drawn),-64%,2%,-32%,-7%,-10%,-7%,1,-4%,-1%,0.4%,0%
CC(=O)N1CCN(Cc2nc3cc(NC(=O)c4ccccc4C)ccc3n2C)CC1,6%,1%,-2%,-3%,-1%,2%,2,3%,-6%,0.5%,-2%
O=[N+]([O-])c1cccc2nc3ccccc3c(NCCCn3ccnc3[N+](=O)[O-])c12,-86%,.,-54%[inhibitor],.,-11%,.,.,-2%,-2%,.,.
CN(C)CCNC(=O)C12CC3(C)CC(C)(CC(C)(C3)C1)C2,-30%,0%,-5%,3%,-1%,4%,-1,4%,-3%,0.3%,-12%
O=C(Nc1cccnc1)NC1CCCCC1,-7%,1%,16%,3%,-23%,-1%,21,2%,-1%,-0.1%,-7%
C#CCSc1nncn1C(=O)/C=C/c1ccccc1,5%,3%,-13%,1%,-5%,0%,-2,0%,-2%,0.2%,-9%
COCCN1C(=O)N[C@@H](c2cccc(C(F)(F)F)c2)[C@H](C(=O)OC)[C@H]1C,10%,.,2%,.,12%,.,.,5%,0%,.,.
CN1C(=O)CC(Nc2cccc3cccc(N)c23)C1=O (stereo not drawn),-59%,-6%,-49%[inhibitor],9%,0%,-2%,3,3%,-1%,-0.5%,-16%
Cc1nc(N)nc2c1CCCC2,0%,3%,32%,1%,4%,-4%,-1,3%,-6%,0.3%,2%
Cc1ccc(S(=O)(=O)N2CCN=C2SCc2c(F)cccc2Cl)cc1,-4%,-4%,7%,-3%,2%,-5%,22,-2%,-3%,0.0%,-13%
Cc1ccc(Cl)c(OCCCN(C)Cc2ccccc2)c1,-8%,-10%,-27%,-4%,2%,2%,28,3%,0%,-0.4%,-2%
# Going on with the list:
SMILES,BRCA1 expr act,USP2a inh,a7 integrin act,ELG1 genotoxic,uPA generation,p53 reactivation,TRPV1 agonist,S-ASM inh,TSG101-PTAP inh,B2AR arrestin,Eya2 inh
O=C(COc1ccc(Cl)cc1)NCCCNC(=O)c1cccnc1,-9%,1%,?,0%,-4%,3%,-5,-1%,-3%,-0.4%,1%
O=C(N/N=C/c1cccnc1)c1ccc(Cn2cc([N+](=O)[O-])cn2)o1,-29%,-1%,-9%,-2%,1%,-3%,2,5%,-7%,0.1%,1%
Cc1ccc2c(COC(=O)C3CC(=O)N(c4ccc5c(c4)OCCO5)C3)cc(=O)oc2c1 (stereo not drawn),-2%,1%,-7%,0%,4%,8%,.,-2%,-6%,-0.2%,-8%
CCOc1ccc(CNC(=O)CCS(=O)(=O)c2ccc3c(c2)NC(=O)CO3)cc1OC,11%,1%,-10%,0%,22%,22%,-2,0%,2%,0.2%,5%
CN(C)c1ccc(NC(=O)CCCc2ccccc2)cc1,?,0%,-7%,0.92µM*,-3%,21%,18,-2%,-6%,-0.1%,-38%
COCCCNc1nc2ccccc2nc1NS(=O)(=O)c1cccs1,-18%,3%,-5%,2%,1%,-8%,3,2%,-6%,0.1%,-3%
Cc1noc(C)c1CCC(=O)N1CCCC(CO)(Cc2ccccc2)C1 (stereo not drawn),?,1%,21%,?,1%,?,-2,3%,-3%,0.0%,-20%
NC(=O)C1CCN(S(=O)(=O)c2ccccc2[N+](=O)[O-])CC1,0%,0%,?,0%,-8%,6%,2,5%,-2%,0.0%,4%
C=CCn1c(-c2cccnc2)n[nH]c1=S,-9%,-2%,24%,0%,6%,-10%,-4,5%,-6%,3.9%,6%
CCc1nc2sc3c(c2c(=O)n1CCO)CCC3,1%,-1%,6%,4%,-3%,.,5,2%,1%,-0.1%,2%
CC(C)(C)OC(=O)C[C@H]1C/C=C\C[C@@H](CC(=O)N(CCO)Cc2ccccc2)C(=O)N[C@H](C(C)(C)C)COC1=O,-24%,5%,1%,1%,-4%,3%,.,-1%,1%,0.2%,-12%
Cc1ccc(C)c(Cn2c(C(=O)OC(C)C)cc3c2ccn3C)c1,-11%,4%,0%,0%,8%,7%,25,-8%,-4%,-0.7%,-4%
COc1ccc(OCCCC(=O)NCCc2ccccc2)cc1,-7%,1%,11%,-1%,2%,6%,19,3%,-1%,-0.6%,0%
COc1cccc(NC(=O)Cc2c(O)c3ccccc3[nH]c2=O)c1,15%,5%,10%,1%,1%,5%,-1,-2%,-5%,0.1%,22%[15.4 µM]
CCc1ccc(/C=C(/C#N)C(N)=S)s1,21%,0%,8%,-1%,-2%,-3%,16,4%,-5%,-0.5%,2%
O=C(NCC(=O)N1CCOCC1)c1ccc(Br)o1,52%,-2%,10%,2%,1%,9%,4,12%,-1%,0.3%,-8%
CC(C)(C)NC(=S)Nc1cccc(C(F)(F)F)c1,-34%,3%,19%,-15%,4%,-5%,-6,-2%,-3%,0.2%,-2%
CCCNS(=O)(=O)c1ccc(OCC(=O)Nc2ccc3c(c2)OCCO3)c(C)c1,-11%,1%,33%,-1%,-10%,-2%,-2,-1%,-4%,-0.7%,-14%
CCn1cc(CNC(=O)C2CCC(=O)N(Cc3ccc(Cl)cc3)C2)cn1 (stereo not drawn),15%,1%,2%,1%,3%,0%,-1,2%,-5%,-0.7%,-19%

# Limited to ELG1 genotoxic, for two of the compounds above:
SMILES	ELG1 genotoxic
CCCNS(=O)(=O)c1ccc(OCC(=O)Nc2ccc3c(c2)OCCO3)c(C)c1	-1%
Cc1ccc2c(COC(=O)C3CC(=O)N(c4ccc5c(c4)OCCO5)C3)cc(=O)oc2c1 (stereo not drawn)	0%
